Source: PubChem
STK33 kin inh = STK33 kinase inhibitors, primary screen, biochemical, luminescence, ADP-Glo, MBP substrate. Serine/threonine-protein kinase 33 (Homo sapiens), Q9BYT3. actives 0.44% (n = 27,000). AID 2322, 2010. inhibition, % at 12.5 µM; in the data active = inhibition above about 20%
Target sequence (Q9BYT3 whole entry, looked up): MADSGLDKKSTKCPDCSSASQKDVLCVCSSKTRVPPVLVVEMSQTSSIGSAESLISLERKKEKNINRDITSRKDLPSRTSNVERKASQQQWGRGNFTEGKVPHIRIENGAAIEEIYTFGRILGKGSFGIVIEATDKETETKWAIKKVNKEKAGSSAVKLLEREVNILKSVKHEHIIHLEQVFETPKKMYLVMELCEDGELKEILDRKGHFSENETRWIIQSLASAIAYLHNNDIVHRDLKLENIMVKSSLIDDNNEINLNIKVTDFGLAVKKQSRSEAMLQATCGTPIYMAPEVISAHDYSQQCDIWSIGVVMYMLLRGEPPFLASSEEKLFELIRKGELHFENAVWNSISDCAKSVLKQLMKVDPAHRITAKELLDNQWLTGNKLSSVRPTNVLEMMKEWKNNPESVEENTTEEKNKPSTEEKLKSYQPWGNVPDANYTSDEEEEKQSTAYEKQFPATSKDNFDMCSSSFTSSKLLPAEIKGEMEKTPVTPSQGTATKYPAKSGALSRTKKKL
mut p53 react = mutant p53 pathway re-activators, primary screen, cell-based, SW480, luciferase, single point, HTS; SW480 PUMA-promoter luciferase, p53 mutant reactivation; activation, % at 9.98 µM; actives 1.5% (n = 28,000); AID 624151, 2012; in the data active = activation above about 52%
Starred values were filed as active, the others as inactive; x = no result given. The list is partial. The share of hits here may be higher or lower than overall.

Under each structure: STK33 kin inh, mut p53 react
COCC(=O)N(C)C[C@H]1Oc2ncc(C#C[C@H](C)O)cc2C(=O)N([C@H](C)CO)C[C@H]1C
 : x, 9
C=CCc1ccccc1OCC(O)CNC(C)C (configuration not stated)
 : 4, x
COC(=O)c1ccccc1NC(=O)CSc1nnc(-c2ccccc2O)n1-c1ccccc1
 : 6, -16
O=C(Cn1c(-c2ccccn2)nc2ccccc21)NCc1ccccc1
 : 1, -14
C[C@H]1CN([C@@H](C)CO)C(=O)Cc2cc(NC(=O)CCCN(C)C)ccc2O[C@@H]1CN(C)Cc1ccc(-c2ccccc2)cc1
 : 2, -1
COc1cccc(S(=O)(=O)N(C)C[C@@H]2OCc3cnnn3CCCC(=O)N([C@@H](C)CO)C[C@H]2C)c1
 : -2, x
N#Cc1ccsc1NC(=O)CSc1ncn[nH]1
 : 5, 39
C[C@@H]1CN([C@@H](C)CO)C(=O)CCCn2nncc2CO[C@H]1CN(C)C(=O)Nc1cccc(C(F)(F)F)c1
 : 0, x
CC1(C)CC(=O)C2=C(C1)NC(=O)CC2c1ccc(N(CCC#N)CCC#N)cc1 (configuration not stated)
 : 0, -1
COc1ccc([C@@]2(O)c3c(ccc(/C=C/C4(C)CCC(C)(C)CO4)c3O)NC(=O)[C@@H]2OC)cc1 (some centres not stated)
 : -2, x
C[C@H]1CN([C@@H](C)CO)C(=O)Cc2cc(NC(=O)Nc3ccc4c(c3)OCO4)ccc2O[C@H]1CN(C)Cc1ccccc1
 : 2, x
C[C@@H]1CCCCO[C@H](CN(C)C)[C@H](C)CN([C@@H](C)CO)C(=O)c2cc(NC(=O)c3ccncc3)ccc2O1
 : x, 4
C[C@@H]1CN([C@@H](C)CO)C(=O)CCCn2nncc2CO[C@H]1CN(C)C(=O)Nc1ccc(C(C)(C)C)cc1
 : -2, 10
CCCN(C)C[C@@H]1Oc2cc(C#CCc3ccccc3)ccc2S(=O)(=O)N([C@H](C)CO)C[C@@H]1C
 : x, 12
CCN(CC)C(=O)CSc1ncnc2sc(C)c(C)c12
 : 0, 12
Cc1noc(C)c1S(=O)(=O)N(C)C[C@H]1OCCCC[C@@H](C)Oc2ccc(NC(=O)NC(C)C)cc2C(=O)N([C@H](C)CO)C[C@@H]1C
 : -1, 10
C[C@H](CO)N1C[C@H](C)[C@H](CN(C)S(C)(=O)=O)OCCCC[C@H](C)Oc2ccc(NS(=O)(=O)c3ccccc3)cc2C1=O
 : x, 4
C[C@H]1CN([C@@H](C)CO)C(=O)CCCn2nncc2CO[C@H]1CN(C)Cc1ccc2cccnc2c1
 : 2, x
COc1c(C(C)C)oc2cc3oc(=O)ccc3cc12
 : -1, 26
Brc1ccc2[nH]c3nc(SCCN4CCOCC4)nnc3c2c1
 : 0, 15
C[C@H]1CN([C@@H](C)CO)C(=O)c2cccc(NS(=O)(=O)c3cccs3)c2O[C@@H]1CN(C)S(=O)(=O)c1ccc(Cl)cc1
 : x, 14
Cc1ccc(S(=O)(=O)Nc2ccc3c(c2)CC(=O)N([C@H](C)CO)C[C@@H](C)[C@H](CN(C)Cc2ccc(C(F)(F)F)cc2)O3)cc1
 : 9, x
C[C@H]1CCCCO[C@H](CN(C)C(=O)Nc2ccc(C(F)(F)F)cc2)[C@@H](C)CN([C@@H](C)CO)C(=O)c2cc(NS(C)(=O)=O)ccc2O1
 : x, -12
Cc1c(Br)ccc(NC(=O)Cn2cnc3sc4c(c3c2=O)CCCC4)c1C
 : 3, 4
COc1ccc(C)cc1S(=O)(=O)NCc1ccncc1
 : 1, -16
Cc1noc(C)c1S(=O)(=O)N(C)C[C@H]1Oc2ccc(NC(=O)NC3CCCCC3)cc2CC(=O)N([C@@H](C)CO)C[C@@H]1C
 : -3, x
Cc1nc(-c2ccccc2)sc1-c1nnc(-c2cccc3ccccc23)o1
 : x, 8
Cc1noc(C)c1NC(=O)N(C)C[C@@H]1Oc2ccc(NC(=O)CCN3CCOCC3)cc2CC(=O)N([C@H](C)CO)C[C@@H]1C
 : 2, 0
COc1ccc(S(=O)(=O)N(CCO)c2ccccc2CN(C)C/C=C/c2ccc(Cl)cc2)cc1
 : 4, x
COc1ccc(S(=O)(=O)Nc2ccc3c(c2)CC(=O)N([C@@H](C)CO)C[C@H](C)[C@H](CN(C)Cc2ccncc2)O3)cc1
 : 0, 6
C[C@@H]1CN([C@@H](C)CO)C(=O)c2cc(NS(C)(=O)=O)ccc2O[C@@H]1CN(C)S(C)(=O)=O
 : 1, x
C[C@@H]1CCCCO[C@@H](CN(C)C(=O)Nc2ccc(F)cc2)[C@@H](C)CN([C@H](C)CO)C(=O)c2cc(NS(=O)(=O)c3cccs3)ccc2O1
 : -4, x
C[C@H](CO)N1C[C@H](C)[C@H](CN(C)C(=O)C2CC2)Oc2ncc(C#CC(C)(C)O)cc2C1=O
 : x, -5
C[C@H](CO)N1C[C@H](C)[C@H](CN(C)Cc2ccc(C(F)(F)F)cc2)Oc2ccc(NC(=O)Nc3ccc(F)cc3)cc2CC1=O
 : 3, x
C[C@H]1CN([C@@H](C)CO)C(=O)Cc2cc(NS(=O)(=O)c3ccccc3)ccc2O[C@@H]1CN(C)C(=O)Nc1ccccc1
 : 4, 6
CC#CC#C/C=C1\C=CC2(OC=CC2OC(=O)C=C(C)C)O1 (configuration not stated)
 : 5, -5
O=C1c2cccc3cccc(c23)C(=O)N1CCCSc1ncn[nH]1
 : 2, 45
C[C@H]1CN([C@@H](C)CO)C(=O)c2cccc(NC(=O)Nc3ccc(F)cc3)c2O[C@@H]1CN(C)S(C)(=O)=O
 : 0, x
C[C@@H]1O[C@@H](O[C@H]2[C@H](O[C@H]3CC[C@@]4(C)C(CC[C@]5(C)C4C=C[C@]46OC[C@@]7(CCC(C)(C)C[C@H]74)[C@@H](O)C[C@]65C)[C@]3(C)CO)O[C@H](CO)[C@@H](O)[C@@H]2O[C@@H]2O[C@H](CO)[C@@H](O[C@@H]3O[C@@H](C)[C@H](O)[C@@H](O)[C@H]3O)[C@H](O)[C@H]2O)[C@H](O)[C@H](O)[C@H]1O (some centres not stated)
 : -2, -87
C[C@H](CO)N1C[C@H](C)[C@H](CN(C)C(=O)Nc2ccc(F)cc2)OCCCC[C@H](C)Oc2ccc(NS(=O)(=O)c3ccccc3)cc2C1=O
 : x, -11
Cc1noc(C)c1NC(=O)Nc1ccc2c(c1)CC(=O)N([C@@H](C)CO)C[C@H](C)[C@@H](CN(C)Cc1ccccc1)O2
 : -7, x
C[C@H]1CN([C@@H](C)CO)C(=O)c2cc(NS(=O)(=O)c3cccs3)ccc2O[C@H]1CN(C)S(=O)(=O)c1ccc(F)cc1
 : 0, x
Cc1c(O)c(=O)n(-c2ccccc2)n1C
 : -3, -4
COc1ccc(S(=O)(=O)Nc2ccc3c(c2)C(=O)N([C@H](C)CO)C[C@@H](C)[C@@H](CN(C)S(=O)(=O)c2cccs2)O3)cc1
 : x, 14
CC(C)(C)c1cc(C(F)(F)F)c(C#N)c(SCC(=O)Nc2sc3c(c2C#N)CCCC3)n1
 : -1, -29
Cc1c(NS(=O)(=O)c2cccc3nonc23)c(=O)n(-c2ccccc2)n1C
 : -2, -3
C[C@@H]1CN([C@H](C)CO)C(=O)c2cccc(N(C)C)c2O[C@H]1CN(C)S(=O)(=O)c1ccc(Cl)cc1
 : x, 10
C=CCN1C(=O)[C@]2(O[C@H](CCO)[C@@H]([Si](C)(C)c3ccc(OC)cc3)[C@@H]2C)c2cc(N3CCOC3=O)ccc21
 : 2, x
C[C@@H]1CN([C@@H](C)CO)C(=O)c2cc(NS(=O)(=O)c3ccc(Cl)cc3)ccc2O[C@@H]1CN(C)Cc1ccc(C(=O)O)cc1
 : 0, x
C[C@H](CO)N1C[C@H](C)[C@H](CN(C)C(=O)Nc2ccc(F)cc2)Oc2ncccc2C1=O
 : x, 8
COCCN=c1c([N+](=O)[O-])nn(-c2ccccc2)n1O
 : 2, -7
O=C1CC(c2ccc(O)cc2)Oc2cc(O)cc(O)c21 (configuration not stated)
 : -3, 18
C[C@@H]1CCCCO[C@@H](CN(C)Cc2ccccc2)[C@@H](C)CN([C@H](C)CO)C(=O)c2cc(NC(=O)Nc3cccc4ccccc34)ccc2O1
 : 0, x
COc1ccc(S(=O)(=O)N(C)C[C@@H]2Oc3c(NS(=O)(=O)c4cn(C)cn4)cccc3C(=O)N([C@@H](C)CO)C[C@@H]2C)cc1
 : x, 11
COc1cc(S(=O)(=O)NCCCN2CCOCC2)ccc1Cl
 : 2, -2
Cc1noc(C)c1NC(=O)Nc1ccc2c(c1)C(=O)N([C@H](C)CO)C[C@H](C)[C@@H](CN(C)S(C)(=O)=O)OCCCC[C@@H](C)O2
 : -1, x
CCC(=O)Nc1ccc(Cl)c(NC(=O)COc2cccc3ccccc23)c1
 : 4, 4
CCCN(C)C[C@@H]1Oc2cc(-c3ccccc3C)ccc2S(=O)(=O)N([C@@H](C)CO)C[C@H]1C
 : x, -18
C[C@H](CO)N1C[C@H](C)[C@@H](CN(C)C(=O)c2ccccc2)Oc2ncc(-c3ccc(C#N)cc3)cc2C1=O
 : x, -3
C[C@]12CCC3c4ccc(O)cc4CCC3C1CC[C@@H]2O (some centres not stated)
 : -4, x

Single records (already shown). Screens in order: STK33 kin inh, mut p53 react
Listed for COCC(=O)N(C)C[C@H]1Oc2ncc(C#C[C@H](C)O)cc2C(=O)N([C@H](C)CO)C[C@H]1C → x, 9
Listed for N#Cc1ccsc1NC(=O)CSc1ncn[nH]1 → 5, 39

(further entries)
Under each structure: STK33 kin inh, mut p53 react
Cc1nc(SCC(=O)Nc2cc(C(F)(F)F)ccc2Cl)nc2c1CCCC2
 : 0, -5
C[C@@H]1CCCCO[C@H](CN(C)C(=O)Nc2ccc(C(F)(F)F)cc2)[C@@H](C)CN([C@H](C)CO)C(=O)c2cc(NS(=O)(=O)c3ccc(Cl)cc3)ccc2O1
 : -4, -17
C[C@@H]1CN([C@H](C)CO)C(=O)c2cc(-c3cccnc3)cnc2O[C@H]1CN(C)C(=O)Nc1ccc(C(F)(F)F)cc1
 : x, 7
C[C@@H]1CN([C@H](C)CO)C(=O)Cc2cc(NC(=O)Nc3cccc4ccccc34)ccc2O[C@H]1CN(C)Cc1ccccc1
 : 3, x
COc1ccc([C@H]2C=C(C(=O)O)O[C@@H](OCCCCO)C2)cc1
 : -3, x
C[C@H]1CN([C@@H](C)CO)C(=O)Cc2cc(NC(=O)CCC(F)(F)F)ccc2O[C@H]1CN(C)S(=O)(=O)c1ccc(F)cc1
 : 0, x
COc1ccc(NC(=O)Nc2ccc3c(c2)C(=O)N([C@H](C)CO)C[C@H](C)[C@H](CN(C)Cc2ccc(Cl)c(Cl)c2)OCCCC[C@H](C)O3)cc1
 : x, -28
C(=C\c1nn2c(C3COc4ccccc4O3)nnc2s1)/c1ccccc1 (configuration not stated)
 : -1, 22
C[C@H](CO)N1C[C@H](C)[C@H](CN(C)Cc2ccncc2)Oc2c(NS(=O)(=O)c3ccc(F)cc3)cccc2C1=O
 : x, -3
Cc1noc(C)c1NC(=O)Nc1cccc2c1O[C@H](CN(C)S(=O)(=O)c1cn(C)cn1)[C@@H](C)CN([C@@H](C)CO)C2=O
 : x, -8
Cc1noc(C)c1NC(=O)N(C)C[C@H]1OCCCC[C@@H](C)Oc2ccc(NC(=O)c3ccncc3)cc2C(=O)N([C@@H](C)CO)C[C@H]1C
 : x, 4
CCC(=O)N(C)C[C@@H]1Oc2cc(C#CC3CC3)ccc2S(=O)(=O)N([C@@H](C)CO)C[C@H]1C
 : x, 1
COc1ccc(NC(=O)Nc2ccc3c(c2)C(=O)N([C@@H](C)CO)C[C@@H](C)[C@@H](CN(C)C)O3)cc1
 : -3, 3
C[C@@H]1CN([C@H](C)CO)C(=O)c2cccc(NS(=O)(=O)c3cccs3)c2O[C@@H]1CN(C)Cc1ccc(Cl)c(Cl)c1
 : x, -10
CC(=O)c1cccc(NC(=O)C2CCCN(S(=O)(=O)c3ccc(Cl)cc3)C2)c1 (configuration not stated)
 : 0, 0
C[C@H](CO)N1C[C@H](C)[C@H](CN(C)S(=O)(=O)c2cccs2)Oc2ccc(NC(=O)CCC(F)(F)F)cc2CC1=O
 : 3, x
C[C@H](CO)N1C[C@H](C)[C@H](CN(C)C)Oc2ccc(NC(=O)Nc3cccc4ccccc34)cc2C1=O
 : 3, -1
O=C(CSc1nc2sccc2c(=O)[nH]1)Nc1ccccc1
 : 2, -9
COc1cccc2cc(-c3nnc(SCC(=O)N4c5ccccc5Sc5ccccc54)n3C)oc12
 : 3, 10
CN1C2CCC1/C(=C\c1ccccc1)C(=O)/C2=C\c1ccccc1
 : x, -89
COc1cc(OC)c2c(=O)c(O)c(-c3ccc(OC)c(OC)c3)oc2c1
 : 1, x
O=[N+]([O-])c1cccc(COc2ccc(-c3cnc4ccccc4n3)cc2)c1
 : 4, 63*
C[C@@H]1CCCCO[C@@H](CN(C)C(=O)C2CCCCC2)[C@H](C)CN([C@H](C)CO)C(=O)c2cc(NS(=O)(=O)c3ccc(Cl)cc3)ccc2O1
 : x, -59
CC(Oc1ccc(Cl)cc1Cl)C(=O)Nc1ccc(Cl)c(-c2nc3ncccc3o2)c1 (configuration not stated)
 : -3, 33

4 of these compounds in another layout.
C[C@@H]1CN([C@H](C)CO)C(=O)c2cccc(NS(=O)(=O)c3cccs3)c2O[C@@H]1CN(C)Cc1ccc(Cl)c(Cl)c1
- STK33 kin inh: x
- mut p53 react: -10
CC(Oc1ccc(Cl)cc1Cl)C(=O)Nc1ccc(Cl)c(-c2nc3ncccc3o2)c1 (configuration not stated)
- STK33 kin inh: -3
- mut p53 react: 33
CN1C2CCC1/C(=C\c1ccccc1)C(=O)/C2=C\c1ccccc1
- STK33 kin inh: x
- mut p53 react: -89
COc1cccc2cc(-c3nnc(SCC(=O)N4c5ccccc5Sc5ccccc54)n3C)oc12
- STK33 kin inh: 3
- mut p53 react: 10
